ADAM10 inh – human ADAM10 inhibitors, primary screen, biochemical, QFRET, HTS | inhibition, % at 7 µM | 370,000 compounds, 0.62% hits | Disintegrin and metalloproteinase domain-containing protein 10 (Homo sapiens), O14672 | recombinant ADAM10, EDANS/DABCYL FRET peptide cleavage, 3 h;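 active = inhibition above a per-campaign cutoff equal to the mean of compounds falling between control-based bounds plus 3 SD, cut at about 20% in these data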;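 also: 0% = DMSO wells while the 100% control is not disclosed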
ARFGAP1 inh – inhibitors of rat ARFGAP1 GAP activity, primary screen, biochemical, fluorescence polarization, GDP tracer. ADP-ribosylation factor GTPase-activating protein 1 (Rattus norvegicus), Q62848. Arfgap1-stimulated ARF1 GTP hydrolysis, GDP FP detection. inhibition, % at 16.5 µM. 360,000 compounds, 0.26% hits. AID 651572, 2012;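 active = inhibition above a per-plate limit, mean inhibition of low control wells plus 3 SD, cut at about 25% in these data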;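 also: 0% = DMSO wells with enzyme and 100% = wells lacking Arfgap1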
Target sequence (Q62848 1-136 limits assumed): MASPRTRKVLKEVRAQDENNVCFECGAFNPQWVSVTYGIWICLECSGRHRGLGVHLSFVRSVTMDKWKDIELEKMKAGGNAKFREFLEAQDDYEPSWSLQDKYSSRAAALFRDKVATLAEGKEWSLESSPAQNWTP
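Assay system: Rat Arfgap1 GAP domain (His6, aa 1-136), purified enzyme | Buffer or medium: HEPES 25 mM pH 7.5, NaCl 150 mM, MgCl2, DTT | Schedule: GTP hydrolysis reaction 2 h at 25 °C | Signal: FP of antibody-bound GDP Alexa 633 tracer, ex 620/em 688 nm | Measure: Percent inhibition of Arfgap1-stimulated GTP hydrolysis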
ASAP1 inh – inhibitors of human ASAP1 ArfGAP activity, primary screen, biochemical, fluorescence polarization. ASAP1-stimulated ARF1 GTP hydrolysis, GDP FP detection. inhibition, % at 16.5 µM. 360,000 compounds, 0.19% hits; in the data active = inhibition above about 25%;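 also: 0% = vehicle with enzyme and substrate and 100% = no enzyme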
NPR1 activator – GC-A stimulated cGMP production enhancers – HEK293 GC-A cells, cGMP TR-FRET, EC30 ANP, primary screen | 0% at EC30 ANP, 100% saturating ANP | activation, % at 10 µM | 370,000 compounds, 0.14% hits; in the data active = activation above about 40%
KLK7 zymogen act – proKLK7 zymogen activators, primary screen, biochemical, fluorescence intensity. purified proKLK7, EDANS-DABCYL substrate fluorescence; 100% is mature enzyme control, 0% vehicle. activation, % at 7 µM. 370,000 compounds, 0.9% hits;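 active = activation above the mean of all tested compounds plus 3 SD, computed per campaign excluding outliers beyond control limits, cut at about 13% in these data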
Target sequence (P49862 whole entry, looked up): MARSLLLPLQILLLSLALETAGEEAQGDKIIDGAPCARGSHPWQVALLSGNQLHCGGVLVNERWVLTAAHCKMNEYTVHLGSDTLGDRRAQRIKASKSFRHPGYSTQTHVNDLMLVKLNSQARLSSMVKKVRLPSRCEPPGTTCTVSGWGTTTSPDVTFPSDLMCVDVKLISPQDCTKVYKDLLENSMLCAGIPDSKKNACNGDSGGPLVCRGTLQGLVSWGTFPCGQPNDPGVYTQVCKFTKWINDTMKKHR
HGIII-sPLA2 inh – human group III sPLA2 inhibitors, primary screen, biochemical, QFRET, BODIPY PC-A2 liposome substrate. Group 3 secretory phospholipase A2 (Homo sapiens), Q9NZ20. QFRET BODIPY PC-A2 liposome hydrolysis, fluorescence. inhibition, % at 12.2 µM. 370,000 compounds, 0.56% hits;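 active = inhibition above mean plus 3 SD of compounds lying within the high and low control bounds, cut at about 19% in these data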;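 also: 0% = median of test compound wells and 100% = no enzyme DMSO wells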
Target sequence (Q9NZ20 whole entry, looked up): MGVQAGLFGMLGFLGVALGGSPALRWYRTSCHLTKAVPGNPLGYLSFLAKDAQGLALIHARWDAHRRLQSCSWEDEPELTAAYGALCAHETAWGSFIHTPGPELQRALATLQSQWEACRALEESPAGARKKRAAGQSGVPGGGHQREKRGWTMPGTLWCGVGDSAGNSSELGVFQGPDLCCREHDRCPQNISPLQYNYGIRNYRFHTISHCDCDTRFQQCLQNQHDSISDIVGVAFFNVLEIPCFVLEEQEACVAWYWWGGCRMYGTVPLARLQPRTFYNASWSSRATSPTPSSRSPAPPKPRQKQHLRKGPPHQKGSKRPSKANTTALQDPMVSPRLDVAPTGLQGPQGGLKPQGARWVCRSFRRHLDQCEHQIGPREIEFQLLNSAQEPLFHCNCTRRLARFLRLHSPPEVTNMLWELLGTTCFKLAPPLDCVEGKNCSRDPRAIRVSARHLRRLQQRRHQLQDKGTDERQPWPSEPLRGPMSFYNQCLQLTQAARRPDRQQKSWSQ
NPR2 activator – human GC-B receptor activators, primary screen, HEK293 GC-B cells, cGMP TR-FRET, EC30 CNP; Atrial natriuretic peptide receptor 2 (Homo sapiens), P20594; 0% at EC30 CNP, 100% saturating CNP; activation, % at 10 µM; 370,000 compounds, 0.11% hits;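 active = activation at 10 µM reaching about 35% in either raw or pattern-adjusted values, limit read from the data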
FXN GAA850 act – FXN promoter activators, primary screen, cell-based, luciferase luminescence, HEK293 lucGAA850; HEK293 lucGAA850 FXN promoter luciferase reporter, 24 h; percent of 10 µM SAHA response; activation, % at 6 µM; 360,000 compounds, 0.56% hits;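 active = activation above the average of all compounds screened plus 3 SD, cutoff fixed separately per campaign, cut at about 7.5% in these data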;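 also: 0% = DMSO wells and 100% = 10 µM SAHA wells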
DDE Tn6 FP inh – inhibitors of Tn6 peptide binding to fibrin DD(E), primary screen, biochemical, fluorescence polarization, human fibrin, Tn6 probe. Fibrinogen beta chain (Homo sapiens), P02675. Fibrin DD(E) TRITC-Tn6 fluorescence polarization displacement. inhibition, % at 8.3 µM. 370,000 compounds, 0.21% hits. AID 720509, 2013;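 active = inhibition above a per-campaign cutoff: mean of compounds within control limits plus 3 SD, cut at about 15% in these data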;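 also: 0% = median of all compound wells on the plate and 100% = blocking peptide control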
rCAG RNA binder – binders of r(CAG) RNA repeats, primary screen, biochemical, fluorescence | r(CAG) RNA repeat, TO-PRO-1 dye displacement fluorescence | inhibition, % at 3 µM | 370,000 compounds, 1.3% hits;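 active = inhibition above the plate cutoff, the mean of all test compounds on that plate plus 3 SD, cut at about 35% in these data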;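 also: 0% = DMSO alone and 100% = 100 µM mitoxantrone as full dye displacement; higher means more dye released from RNA so lower well fluorescence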
Active calls of the source: *; / = not tested or not shown.

SMILES	ADAM10 inh	ARFGAP1 inh	ASAP1 inh	NPR1 activator	KLK7 zymogen act	HGIII-sPLA2 inh	NPR2 activator	FXN GAA850 act	DDE Tn6 FP inh	rCAG RNA binder
O=C1NC(=O)C(Cc2cccc(Oc3ccccc3)c2)S1 (stereo not drawn)	11	0	-4	1	0.0	-15	2	1.6	-2	15
Cc1cccc(N2CCN(C(=O)NC3CCCCC3)CC2C)c1 (stereo not drawn)	13	19	9	1	0.0	-2	14	-0.4	-2	-8
O=C(NC1CCCCN(Cc2ccc(Cl)cc2)C1=O)c1c(F)cccc1F (stereo not drawn)	-1	/	/	1	0.5	0	4	/	-3	0
Cc1ccc(N(CC(=O)Nc2cc(Cl)ccc2Oc2ccccc2)S(C)(=O)=O)cc1C	7	-16	7	-25	-0.2	-7	-15	0.4	5	1
O=[N+]([O-])c1cccc(/C=N/Nc2nc(N3CCCCC3)nc(N3CCCCC3)n2)c1	-5	-7	-10	1	-0.1	1	1	-0.5	6	-2
COc1ccc2[nH]cc(C(=O)CN3CCCCC3)c2c1	2	-7	-1	2	-0.3	-3	-4	0.4	-1	4
CCOC(=O)[C@@H]1[C@H]2COc3cc(OC)ccc3[C@H]2N2C(=O)N(c3cccc(C)c3)C(=O)[C@]12C	1	10	-3	-1	-0.3	-1	1	-4.4	0	-4
O=C(NCCCn1ccnc1)c1cc2ccccc2o1	-6	-12	-3	2	-0.2	1	0	1.3	-9	-3
O=C(c1ccc(-n2cnnn2)cc1)N1CCCCC1	4	-3	1	1	0.9	-1	-3	1.6	-4	-1
O=c1c2ccccc2c(C=Nc2cccc(S(=O)(=O)NCc3ccco3)c2)c(O)n1-c1ccc(Cl)cn1	-101	-1	25	2	0.3	4	3	-0.6	4	3
CC1CCCCN1C(=O)c1c(Cl)cnn1C (stereo not drawn)	-8	4	1	1	-0.4	4	-1	0.3	9	-2
Cc1ccc(NC(=O)COC(=O)C2CC(=O)N(Cc3ccccc3)C2)cc1F (stereo not drawn)	-1	6	3	-1	1.0	-5	-6	1.5	8	-2
COc1ccc(C2=NN(C(=O)c3ccncc3)C(c3ccccc3O)C2)cc1 (stereo not drawn)	-2	-2	1	-4	0.3	-17	-5	2.6	-5	2
COc1cccc(NC(=O)N2CCCC2C(=O)Nc2ccc3c(c2)OCCO3)c1 (stereo not drawn)	-6	5	2	-1	0.1	12	-1	1.5	-3	-3
Cc1c(NC(=O)c2nn(C(C)C)c(=O)c3ccccc23)c(=O)n(-c2ccccc2)n1C	-1	-7	-14	0	0.3	0	2	-0.8	6	1
O=C(OCC(=O)N1CCN(c2ccccc2)CC1)c1ccncc1	-13	-6	-3	1	0.4	-2	2	0.2	-4	2
CC(=O)N1c2ccccc2CCc2ccc([N+](=O)[O-])cc21	-4	16	-12	-1	0.0	13	1	-0.6	-3	7
COC(=O)c1ccc(S(=O)(=O)NC(C)(C)C)n1C	1	4	4	2	0.5	-7	-2	0.0	5	1
COc1ccc(S(=O)(=O)N(C)CC(=O)Nc2ccccc2C(F)(F)F)cc1Cl	3	2	1	0	0.2	-1	1	1.3	4	-6
COc1ccc(NC(=O)c2ccccc2Oc2ccccc2)c(OC)c1	8	6	3	-7	0.0	3	-6	2.0	-1	-2
CSCCC(NC(=O)c1ccc(Cl)cc1)C(=O)OCC(=O)c1ccc[nH]1 (stereo not drawn)	-1	8	8	0	-0.4	-9	-5	2.1	-2	1
COc1ccc(C(=O)NNC(=O)Cc2ccc([N+](=O)[O-])cc2)cc1	7	3	4	3	0.2	-1	0	1.7	1	-1
COC(=O)Cc1ccc(NC(=O)c2ccc(Br)o2)cc1	-3	-6	-3	1	0.5	-2	4	2.8	12	0
O=C(Nc1ccc(S(=O)(=O)C(F)F)cc1)c1ccc2c(=O)n3c(nc2c1)CCC3	-2	-4	4	10	0.7	2	-2	-0.5	-3	7
O=C(CC1C(=O)NCCN1C(=O)Nc1ccccc1)Nc1cc(Cl)ccc1Cl (stereo not drawn)	7	11	10	0	-0.3	-1	-7	3.9	-2	4
CCOc1cc(C)nc(N2CCC(C(=O)Nc3ccccc3OCC)CC2)n1	-2	10	-3	0	0.3	-1	1	-0.7	1	-4
O=C(COC(=O)COc1ccccc1)NC1CCCc2ccccc21 (stereo not drawn)	11	8	1	-5	0.2	2	-3	0.2	-2	-3
Cc1nc(C(=O)N2CCCC(Nc3ccc(C)c(C)c3)C2)cs1 (stereo not drawn)	7	4	-1	2	0.3	-5	8	2.2	-3	-2
CC1=CC(=C(C#N)C#N)c2ccccc2N1C	-10	6	12	5	1.0	-1	-2	-1.1	9	4
COCCNC(=S)N1CCN(C)CC1	-12	-6	1	-3	-0.3	11	-3	0.0	4	-5
O=S(=O)(Nc1cccc(-c2cn3c(n2)SCC3)c1)c1ccc(F)cc1F	-7	-2	7	-1	0.2	-20	-1	0.2	0	13
COc1ccc(CNCCC(c2ccccc2)c2ccc3c(c2)OCO3)cc1 (stereo not drawn)	-1	-5	1	-28	-0.8	-10	-20	-5.6	6	16
CC(CC(=O)Nc1ccc(F)cc1F)S(=O)(=O)c1ccc2c(c1)NC(=O)CO2 (stereo not drawn)	-5	5	1	-6	0.1	6	3	-1.3	-4	-2
O=C(N=Nc1c(O)[nH]c2ccccc12)c1cc(NS(=O)(=O)c2cccs2)cc(NS(=O)(=O)c2cccs2)c1	2	2	-1	0	0.1	-18	5	-0.6	-3	67*
CCCN(CCC)Cc1c(C(=O)N/N=C/C(C)=C\c2ccco2)nnn1-c1nonc1N	-5	-5	-8	1	-1.0	-18	-3	-1.1	-8	6
CCCC(CCC(=O)OC)(C(=O)OCC)c1csc(N)n1 (stereo not drawn)	0	4	5	2	0.5	8	-3	2.8	-1	-6
Cc1cc2nc(SCCOC(=O)Nc3ccc(Cl)cc3)nc(C)c2cc1C	5	5	-1	2	0.4	5	-6	1.4	5	2
Cc1noc(C)c1CSc1nnc(-c2c[nH]c3ccccc23)n1-c1ccc(Cl)cc1	-6	-4	-3	-21	-0.1	2	-18	3.6	2	3
CCCNC(=O)c1ccc2c(c1)C1C3CCC(C3)C1C(c1ccccc1)N2 (stereo not drawn)	14	-2	0	/	-0.2	1	/	-1.2	-3	-5
CCOc1cc(NC(=S)NCc2ccco2)c(OCC)cc1NC(=O)CC(C)C	-2	3	2	-2	0.2	20*	-4	0.8	9	-7
COc1ccccc1Cn1nnc2c(=O)[nH]c(C3CCN(C(=O)c4ccc(F)cc4)CC3)nc21	-9	0	4	-1	-0.1	-5	5	-1.3	-3	0
CCOC(=O)CC[C@H](NC(=O)Cn1cnc2c(OCc3ccccc3)ncnc21)C(=O)OCC	-12	9	-1	-3	0.5	2	2	1.7	-2	-4
CC(=O)Nc1ccc(NC(=O)C(C)OC(=O)/C=C/c2cnc3ccccc3n2)cc1 (stereo not drawn)	-2	3	-14	-5	0.2	5	-5	1.1	-7	1
CCOc1ccccc1C1N(c2ccc(F)cc2)C(=O)C2CCCN21 (stereo not drawn)	-10	1	5	-4	-0.4	-1	0	-0.9	6	-5
CCOC(=O)C1=C(C)Nc2nnnn2C1c1ccc(OC)c(Br)c1 (stereo not drawn)	-9	-1	-12	-5	-0.5	13	-3	0.4	4	1
COc1cc(O)c(CCC(=O)c2cc(OC)c(OC)c(OC)c2)c(OC)c1	12	-3	7	-7	-0.1	-15	-11	3.0	0	1
CCOc1ccccc1C(=O)N1CCN=C1SC	-1	-2	-3	6	-0.3	1	3	-2.4	7	0
CC(=O)c1cccc(NS(=O)(=O)c2ccc(N/C=C\C(=O)c3ccc(F)cc3)cc2)c1	-9	-6	6	-3	-6.8	-46	-1	0.0	-2	13
Cc1sc(NC(=O)C2CC(Cl)=CCC2C(=O)O)c(C#N)c1C (stereo not drawn)	1	-6	-14	-3	0.0	-2	-4	-0.6	-7	9
CNCCCOc1cccc(Oc2ccccc2)c1	-4	0	-14	-1	0.3	-1	-2	3.7	-5	2
C/C(=N\NS(=O)(=O)c1ccccc1)c1ccccc1	-2	1	0	-1	0.2	1	5	0.3	2	4
CCCCNC(=S)NNC(=O)c1csc(CC)c1	-1	2	1	5	-0.1	8	2	2.6	0	-2
Cc1cccc(NC(=O)CSCC(=O)N=c2sccn2C)c1	-2	0	-10	0	0.0	2	3	3.0	2	0
COC(=O)CSc1nc(-c2ccccc2)cc(-c2ccco2)c1C#N	-20	3	-9	-1	0.0	0	10	4.6	-6	9
Cc1ccc2c(c1)C=CC(C)N2C(=O)c1ccccc1 (stereo not drawn)	3	-1	-3	-1	0.5	7	-6	0.9	3	-9
COc1ccc(S(=O)(=O)NCCSC(C)(C)C)cc1Cl	-1	-5	6	4	0.5	-17	-1	0.1	-1	-2
Cc1cc(C)n(CCCNC(=O)c2ccc(C)c(S(=O)(=O)N3CCOCC3)c2)n1	-4	10	3	2	-0.3	2	-2	1.5	-8	-5
Cc1ccc2oc(C(=O)N3CCN(CC(=O)NC(C)C)CC3)c(C)c2c1	5	0	-8	2	-0.8	0	-8	-0.3	-3	-3
O=C(CSc1nnc2sc3ccccc3n12)NCc1ccc2c(c1)OCO2	-3	0	5	-1	0.9	-1	-8	-0.2	-1	2
Cc1ccc(-c2nc3ncccc3o2)cc1NC(=O)c1ccccc1	2	4	-2	0	-0.3	-1	-10	1.1	0	-1
Cc1nnc(NCc2ccncc2)c2ccccc12	-17	-2	4	/	-0.2	3	/	-0.8	3	-1
Oc1oc(-c2ccccc2)nc1C=Nc1ccccc1	2	6	-9	-2	0.4	1	-7	6.3	2	2

Entries of single compounds, quoted from the list. Order of values: ADAM10 inh	ARFGAP1 inh	ASAP1 inh	NPR1 activator	KLK7 zymogen act	HGIII-sPLA2 inh	NPR2 activator	FXN GAA850 act	DDE Tn6 FP inh	rCAG RNA binder
Listed for `COC(=O)CSc1nc(-c2ccccc2)cc(-c2ccco2)c1C#N` = -20	3	-9	-1	0.0	0	10	4.6	-6	9
Listed for `CNCCCOc1cccc(Oc2ccccc2)c1` = -4	0	-14	-1	0.3	-1	-2	3.7	-5	2
Listed for `Cc1ccc2oc(C(=O)N3CCN(CC(=O)NC(C)C)CC3)c(C)c2c1` = 5	0	-8	2	-0.8	0	-8	-0.3	-3	-3

Screens: PubChem BioAssay, several laboratories
